GPR151 activ: activators of human GPR151; PathHunter beta-arrestin GPR151 cells, luminescence; activation, % at 11.2 µM; Q8TDV0; 650,000 tested, 1% active; in the data active means activation above about 4.9%;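 further: 0% = median of compound wells and 100% = cells with positive control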
Target sequence (Q8TDV0 whole entry, looked up): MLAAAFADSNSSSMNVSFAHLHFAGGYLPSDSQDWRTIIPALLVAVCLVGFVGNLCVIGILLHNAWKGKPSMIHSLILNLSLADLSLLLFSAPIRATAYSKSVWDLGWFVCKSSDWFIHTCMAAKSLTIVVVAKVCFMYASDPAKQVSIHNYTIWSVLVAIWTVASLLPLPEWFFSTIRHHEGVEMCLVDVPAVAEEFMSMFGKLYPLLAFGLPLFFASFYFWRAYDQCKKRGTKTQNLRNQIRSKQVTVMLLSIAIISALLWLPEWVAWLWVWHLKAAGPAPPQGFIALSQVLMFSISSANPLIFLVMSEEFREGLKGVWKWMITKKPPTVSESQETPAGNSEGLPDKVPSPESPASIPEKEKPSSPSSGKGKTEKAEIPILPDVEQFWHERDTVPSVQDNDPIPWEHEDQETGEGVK
FBW7 activator: human FBW7 E3 ligase activation, primary screen; AlphaScreen FBW7–phospho-cyclin E peptide binding, activator screen; normalized activity (activation), % at 26.1 µM; 650,000 tested, 0.13% active; AID 1259310; in the data active means normalized activity above about 1.9%;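 further: purified mutant Fbw7 with reduced substrate affinity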
MITF primary: blocks human microphthalmia-associated transcription factor; O75030; inhibition, % at 2.6 µM; AID 1259374; AlphaScreen MITF homodimerization, bead proximity signal; 650,000 tested, 0.91% active; in the data active means inhibition above about 50%;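 further: 0% = vehicle wells with protein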
Target sequence (O75030 whole entry, looked up): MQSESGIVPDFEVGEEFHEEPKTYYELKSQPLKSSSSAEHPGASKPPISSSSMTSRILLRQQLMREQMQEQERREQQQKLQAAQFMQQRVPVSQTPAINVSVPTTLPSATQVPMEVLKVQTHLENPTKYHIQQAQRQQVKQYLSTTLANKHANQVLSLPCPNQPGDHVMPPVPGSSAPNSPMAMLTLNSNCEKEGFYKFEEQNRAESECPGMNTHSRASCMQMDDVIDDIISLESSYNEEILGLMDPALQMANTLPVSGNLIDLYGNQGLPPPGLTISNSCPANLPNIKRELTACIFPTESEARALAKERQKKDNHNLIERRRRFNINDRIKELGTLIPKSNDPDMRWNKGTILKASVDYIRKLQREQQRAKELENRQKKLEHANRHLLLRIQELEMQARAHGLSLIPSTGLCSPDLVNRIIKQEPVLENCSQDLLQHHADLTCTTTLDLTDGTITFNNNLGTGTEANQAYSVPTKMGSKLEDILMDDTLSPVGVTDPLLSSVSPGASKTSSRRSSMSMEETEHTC
TEAD-YAP block: TEAD-YAP interaction inhibition; HEK-TIYL cells, TEAD-Gal4/YAP UAS-luciferase luminescence; inhibition, % at 9.12 µM; 640,000 tested, 1.4% active; AID 1259422; in the data active means inhibition above about 32%;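 further: 0% = median of test compound wells and 100% = reference inhibitor wells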
Active calls of the source: *; x = no result given.

Below each SMILES – GPR151 activ	FBW7 activator	MITF primary	TEAD-YAP block
> CC1CCc2sc(NC(=O)c3ccc(Cc4ccccc4)cc3)c(C(N)=O)c2C1 (centres undefined)
→ 1.9	-0.2	-1	-10
> Cc1cc(OCC(=O)O/N=C(\N)c2ccc([N+](=O)[O-])cc2)ccc1Cl
→ -1.2	0.0	-7	5
> O=C1NN(C(=O)c2cccc(Cl)c2)C2Cc3ccccc3C12 (centres undefined)
→ -1.0	0.1	9	1
> O=C(C1CC1)N1CCN=C1SCc1ccc(C(F)(F)F)cc1
→ 1.3	0.3	7	12
> Cc1nc(N(C)c2ccc(C(C)C)cc2)c2c(C)c(C(=O)N3CCCC3)sc2n1
→ 0.1	0.0	-9	5
> O=C(O)C1Sc2[nH]c(=O)sc2C2c3ccccc3OC(=O)C12 (centres undefined)
→ -1.1	-0.1	8	2
> O=Cc1c[nH]c2ccc(S(=O)(=O)N3CCN(c4ccccc4)CC3)cc12
→ -0.8	0.0	5	0
> N#Cc1ccccc1CSc1nc2ccccc2c(=O)n1CCCC(=O)NCc1ccco1
→ 1.5	-0.2	-7	3
> O=[N+]([O-])c1c(N2CCN(CCO)CC2)ccc2nonc12
→ 1.0	-0.2	-1	-21
> N#CC1=C(N)C(C#N)(C#N)C(c2ccc(Cl)cc2)C2CN(Cc3ccccc3)CC=C12 (centres undefined)
→ -1.4	0.3	5	3
> CCOc1ccc(-n2nc(C(=O)Nc3cc([N+](=O)[O-])ccc3OC)c3ccccc3c2=O)cc1
→ 0.7	0.0	8	9
> c1ccc2c(c1)CCN(Cc1ccc3c(c1)CN(Cc1ncc[nH]1)CCO3)C2
→ 0.3	-0.1	-8	-4
> CCOc1cc(C2CC(=O)c3c(ccc4ccccc34)N2)ccc1O (centres undefined)
→ 0.0	0.5	19	3
> Cc1ccc(S(=O)(=O)NC(C)(C)CN2CCN(c3ccccc3)CC2)cc1
→ 1.0	0.0	-4	4
> O=c1[nH]c2ccc(S(=O)(=O)Nc3ccc(Br)cc3)cc2[nH]1
→ -0.6	0.0	-9	4
> Cc1ccc(NC(=O)c2ccccc2NC(=O)c2ccco2)c(C(=O)c2ccccc2)c1
→ -2.1	0.0	-11	9
> C/C(=N\NC(=O)c1cccs1)c1ccc(F)cc1
→ 0.4	-0.2	-16	-53
> CC1CC(C)CN(S(=O)(=O)c2ccc3c(c2)C(C)(C)C(=O)N3C)C1 (centres undefined)
→ -1.7	0.0	8	-10
> COc1ccccc1CN1CCC2(CCC(CNC(=O)c3cccnc3)O2)CC1 (centres undefined)
→ 0.4	0.1	0	-6
> CC1CCCN(C2CC(=O)N(c3ccc(Br)cc3Br)C2=O)C1 (centres undefined)
→ -1.5	-0.2	-4	-3
> O=C(CN1CCOCC1)N/N=C/C(Br)=C\c1ccccc1
→ -0.7	0.2	19	-9
> O=C(Nc1nccs1)C1CCN(C(=O)Cc2c(F)cccc2Cl)CC1
→ 0.4	0.1	-7	-6
> O=C(Nc1cccc(NC(=O)c2ccc(Br)o2)n1)c1ccc(Br)o1
→ -1.6	0.1	6	6
> O=C(Nc1ccc(Oc2ccccc2)cc1)c1ccco1
→ 0.3	0.0	6	-58
> CC(C)C(=O)Nc1ccc(C(=O)NNC(=O)C2CCCCC2)cc1
→ 3.2	-0.1	-4	7
> Cc1ccc(S(=O)(=O)N(CC(=O)Nc2cccnc2)c2ccc(C(C)C)cc2)cc1
→ 0.5	-0.1	-10	0
> CCC1CCCCN1Cc1nc2c(c(=O)n(C)c(=O)n2C)n1CCC(C)C (centres undefined)
→ -0.4	-0.1	6	2
> C#CC1(OCC(O)CN2CCc3cc(OC)c(OC)cc3C2)CCCCC1 (centres undefined)
→ -1.2	-0.1	-12	9
> O=C(O)COc1ccc(/C=C2\SC(=O)N(c3ccc(Cl)cc3)C2=O)cc1
→ -1.0	-0.1	-6	-4
> COc1ccccc1-c1nnc(Nc2nc3c(F)cccc3s2)o1
→ -1.2	0.1	-2	-21

Overlap with the part before: 2 compounds, followed by the next part.
Below each SMILES – GPR151 activ	FBW7 activator	MITF primary	TEAD-YAP block
> O=C(O)COc1ccc(/C=C2\SC(=O)N(c3ccc(Cl)cc3)C2=O)cc1
→ -1.0	-0.1	-6	-4
> COc1ccccc1-c1nnc(Nc2nc3c(F)cccc3s2)o1
→ -1.2	0.1	-2	-21
> CC(=O)Nc1ccc(C23CC4CC(CC(Cl)(C4)C2)C3)cc1
→ -0.5	-0.1	3	0
> COc1ccc(OC(=O)COc2ccccc2Cl)cc1
→ 7.8*	-0.2	-15	-9
> COc1cccc(C2=N/C(=C\c3ccc(C(C)C)cc3)C(=O)O2)c1
→ -1.6	-0.1	-7	7
> COc1cc(OC)cc(-c2nc3ccccc3c(=O)n2N)c1
→ 0.5	0.0	3	0
> N#C/C(=C\c1c(F)cccc1Cl)C(=O)Nc1ccc(C(=O)O)cc1
→ 0.4	0.1	5	3
> COc1ccc(C2CC(c3ccccc3)=NN2C(=O)c2cc(OC)c(OC)c(OC)c2)cc1 (centres undefined)
→ -0.1	-0.1	0	30
> O=c1c2cnn(-c3ccccc3)c2nc(-c2ccc(Br)cc2)n1-c1cccc(Cl)c1
→ 0.4	1.0	17	-7
> O=C1CCC(=O)N1OCCCOc1ccc(Br)cc1Cl
→ 0.3	1.0	10	15
> CCOC(=O)N1CCC(n2c(SCC(=O)Nc3ccccc3C(F)(F)F)nc3ccsc3c2=O)CC1
→ 0.0	0.2	24	-6
> c1ccc(Oc2ccc(Nc3nc(Nc4ccccn4)nc4c3ncn4-c3ccsc3)cc2)cc1
→ 0.8	0.1	6	3
> COc1cc(CNc2ccc(C)cc2)ccc1O
→ 3.3	0.1	14	1
> O=c1c2ccccc2cnn1CCCCOc1ccc(Cl)cc1
→ -0.3	0.1	18	-1
> CCC(=O)Nc1cc(C)nn1-c1nc(-c2ccccc2)cs1
→ -0.4	0.7	13	-4
> CCCNc1cc(Nc2nccc3ccccc23)ncn1
→ 0.1	0.3	11	-28
> CCCCOC(=O)c1ccc(NC(=O)C2CCCO2)cc1 (centres undefined)
→ 0.1	0.0	-2	-46
> Cc1nnc(NC(=O)CSc2nc3ccccc3cc2C#N)s1
→ 0.5	-0.1	6	-10
> O=C(Nc1ccccc1)c1cc(Cl)ccc1O
→ -8.7	-0.1	-8	-18
> COc1ccc(OC)c(N(CC(=O)Nc2cccc(C(F)(F)F)c2)S(C)(=O)=O)c1
→ -0.4	0.0	16	-12
> CCN(CC)S(=O)(=O)c1ccc(N/N=C(\C#N)c2nc3ccccc3s2)cc1
→ -1.7	-0.2	-2	-5
> CC(=O)N1C(=O)/C(=C2\SC(=S)N(CCCC(=O)O)C2=O)c2ccccc21
→ -1.1	0.0	9	10
> CCC1(c2ccccc2)NC(=S)N(c2ccc(C)c(C)c2)N1 (centres undefined)
→ 0.9	0.0	-7	-9
> CCN(CC)CC(=O)Nc1cccc2c1OCO2
→ -0.9	0.4	17	8
> Cc1ccc(C(=O)Oc2cccc(NC(=O)C3CC(=O)N(c4ccccc4)C3)c2)cc1 (centres undefined)
→ 0.0	0.1	-2	-12
> Cc1c(NC(=O)NCCCN2CCOCC2)sc2nc3n(c(=O)c12)CCC(C)CC3 (centres undefined)
→ 0.6	0.1	12	9
> CCCCc1ccc(NC(=S)NCCO)cc1
→ 3.9	-0.2	-23	2
> Cn1c(=O)c2c(SCC(=O)Nc3ccccc3)ccnc2n(C)c1=O
→ 0.2	0.6	16	5
> CCCCC[C@H](O)/C=C/[C@@H]1[C@H](C/C=C\CCCC(=O)O)[C@H](O)C[C@H]1O
→ 2.5	x	12	x
> O=C(c1cccc(Cl)c1)N1CCN(Cc2ccc(Cl)cc2)CC1
→ 2.7	0.1	32	-3
> CCOC(=O)N1CCN(c2c(N3CCN(C(=O)OCC)CC3)c(=O)c2=O)CC1
→ 0.6	0.2	-5	-33
> COc1ccccc1/C=C1/SC(=S)N(CCCCCC(=O)O)C1=O
→ -1.1	-0.1	2	58*

Molecules from the list above with an NH in an aromatic ring:
Below each SMILES – GPR151 activ	FBW7 activator	MITF primary	TEAD-YAP block
> O=C(O)C1Sc2[nH]c(=O)sc2C2c3ccccc3OC(=O)C12 (centres undefined)
→ -1.1	-0.1	8	2
> O=Cc1c[nH]c2ccc(S(=O)(=O)N3CCN(c4ccccc4)CC3)cc12
→ -0.8	0.0	5	0
> c1ccc2c(c1)CCN(Cc1ccc3c(c1)CN(Cc1ncc[nH]1)CCO3)C2
→ 0.3	-0.1	-8	-4
> O=c1[nH]c2ccc(S(=O)(=O)Nc3ccc(Br)cc3)cc2[nH]1
→ -0.6	0.0	-9	4

(more compounds)
Below each SMILES – GPR151 activ	FBW7 activator	MITF primary	TEAD-YAP block
> CCOC(=O)c1c(N2C(N)=C(C#N)C(c3cccnc3)C3=C2CC(C)(C)CC3=O)sc2c1CCCC2 (centres undefined)
→ 1.0	-0.1	-1	-2
> COc1ccc(Nc2cc(C(=O)NCc3cccs3)c3ccccc3n2)c(OC)c1
→ -0.9	0.1	12	0
> CC1CC(Nc2ncnc3c2c(-c2ccccc2)cn3-c2ccc(Cl)cc2)CC(C)(C)C1 (centres undefined)
→ 0.9	0.1	-9	1
> COc1ccc(Cc2cnc(NC(=O)COc3ccc(Cl)cc3)s2)cc1
→ -0.8	0.2	21	-2
> COc1cc(N2C(=O)CSC2=S)cc(OC)c1OC
→ -0.9	-0.2	-15	1
> c1ccc(CC2CCN(Cc3cn4ccccc4n3)CC2)cc1
→ -0.6	0.1	6	10
> Cc1c(C(=O)Oc2ccc(Br)cc2)sc2ncn(Cc3ccccc3F)c(=O)c12
→ 0.1	0.2	-1	3
> O=C(NCc1ccco1)c1ccc(S(=O)(=O)NCC2CCCCC2)cc1
→ 0.7	0.1	15	10
> O=C(NNC(=O)c1ccc(F)cc1)C(=O)N1CCCCC1
→ 0.1	0.8	2	-5
> O=C(C1CCC1)N1CCc2cc(S(=O)(=O)NCCc3ccc(Cl)cc3)ccc21
→ 1.3	0.3	-5	-13
> CCOc1cc(-n2nc(C)cc2C)ncn1
→ -0.6	-0.1	5	7
> COc1cc2nc(-c3ccc(OC)c([N+](=O)[O-])c3)oc(=O)c2cc1OC
→ 1.1	0.0	-2	-5
> CS(=O)(=O)Nc1ccccc1C(=O)Nc1ccc(S(=O)(=O)N2CCCCC2)cc1
→ 0.3	0.0	0	0
> CCN1CCN(S(=O)(=O)c2ccc(F)c(C(=O)Nc3cccc(Cl)c3)c2)CC1
→ -1.2	-0.1	8	-2
> O=C(O)CCCC(=O)OC/C=C/c1ccccc1
→ -0.7	0.2	12	-7
> CC(C)(C)OC(=O)N1CC(O)CC1C(=O)N(C1CCCCC1)C1CCCCC1 (centres undefined)
→ -1.6	-0.1	1	-5
> Cc1ccc(N(CC(=O)NCc2ccccc2)C(=O)CCC(=O)Nc2cc(C)ccn2)cc1
→ -1.1	0.1	8	7
> Cc1ccccc1CNC(=O)CCSc1ccccc1
→ -0.5	1.3	1	-13
> CC(=O)OCCNC(=O)c1cccnc1
→ -0.5	0.7	4	x
> COC(=O)c1ccc(C(=O)Nc2nc3c(s2)CCCC3)cc1
→ -4.1	0.0	-10	-77
> CC(C)N1CC(=O)N(c2ccc(F)c(Cl)c2)C1=S
→ -1.4	-0.2	-2	-12
> CC(=O)C1=C(O)C(=O)N(c2cc(C(C)(C)C)on2)C1c1ccc(Br)cc1 (centres undefined)
→ 0.8	0.0	8	12
> COc1cc2c3cc1Oc1c(OC)c(OC)cc4c1[C@@H](Cc1ccc(OC(=O)c5ccc([N+](=O)[O-])cc5)c(c1)Oc1ccc(cc1)C[C@@H]3N(C)CC2)N(C)CC4
→ -0.8	-0.1	-3	10
> COC(=O)[C@H]1CN(C(=O)c2c[nH]n3c(=O)cc(C)nc23)C[C@@H]1c1ccc(F)cc1
→ -0.9	-0.1	1	-1
> COc1cccc2cc(-c3csc(NC(=O)c4c(F)cccc4F)n3)oc12
→ 0.8	0.0	-3	-4
> COc1cccc(NC(=O)C(C)N(c2ccc(Cl)cc2)S(C)(=O)=O)c1 (centres undefined)
→ 2.4	1.4	10	-8
> O=C(CSc1ccc(-c2cccnc2)nn1)NCc1ccccc1
→ 0.1	0.1	51*	8
> CCOC(=O)c1cc(S(=O)(=O)N2CCC(C)CC2)cn1C
→ 0.8	0.1	15	3
> CCc1nc2sccn2c(=O)c1C(=O)NCc1ccc(C)o1
→ -1.0	0.2	1	3
> COc1ccc(Cc2nc(SCC(=O)Nc3cccc(F)c3)n[nH]2)cc1
→ -0.8	-0.2	-11	-6
> Cc1cccc(C(=O)Oc2ccc(C(=S)N3CCCCC3)cc2)c1
→ 0.4	-0.1	6	-1
> CCCn1c(-c2ccc(C(=O)OC)cc2)nc2c1c(=O)[nH]c(=O)n2Cc1ccccc1
→ -1.0	0.5	9	-3
> C=CCNC(=O)c1c[nH]c2ccc(S(=O)(=O)N(C)c3ccc(C(C)C)cc3)cc2c1=O
→ 0.5	0.3	11	-2

Source: PubChem
